Screening results as filed in PubChem BioAssay.
AID inh: activation induced cytidine deaminase inhibition. Q9GZX7. AID deamination FRET fluorescence, UDG-coupled, 4 h. Potency, µM (top dose mostly 115 µM), for inactives: at the highest dose activity change, negative = inhibition, most hits filed as inhibitors. actives 0.32% (n = 91,000). AID 1347428; also: nearly all actives have a fitted effect of over 25% in size
Target sequence (Q9GZX7 whole entry, looked up): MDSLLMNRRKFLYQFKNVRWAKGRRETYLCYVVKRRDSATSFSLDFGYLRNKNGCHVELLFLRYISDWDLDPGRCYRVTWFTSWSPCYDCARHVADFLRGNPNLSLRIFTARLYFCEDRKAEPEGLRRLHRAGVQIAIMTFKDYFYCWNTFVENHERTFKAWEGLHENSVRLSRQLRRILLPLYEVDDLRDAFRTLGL
UDG counter: counter-screen for AID inhibitors: uracil-DNA glycosylase inhibition | FRET deamination/UDG coupled assay, UDG read, 4 h | Potency, µM (series often up to 115 µM), for the others: top-dose activity change, negative = inhibition, usual class: inhibitors | actives 0.14% (n = 91,000) | AID 1347430; also: nearly all actives have a fitted effect of over 65% in size
* marks the source's active call; other numbers are inactive results; ? = inconclusive; [ ] = dose if it differs, or a comment. Calls follow the shape of the dose curve; as a rule, active = well fitted curve in the direction sought with a large enough effect; inconclusive = small, poorly fitted or top-dose-only effect, or another doubt; inactive = no such curve, though single readings can be large; an effect the other way counts as inactive or inconclusive. % is scaled to controls: 0 for no effect and ±100 for the full control effect; potency is read from the fitted curve at half-maximal effect.

Screens in order – UDG counter	AID inh
- COc1ccc(Cl)cc1S(=O)(=O)NCc1ccc2c(c1)CCN2C(=O)c1cccc(C)c1
  -11%	-12%
- CCc1ccccc1NC(=O)C1CCCN(S(=O)(=O)c2cccc3nsnc23)C1 (stereo not drawn)
  -9%	-29%
- Cc1c(C(=O)NCCN(C)C)sc2nc3n(c(=O)c12)CCC3
  16%	-1%
- Cc1ccc(Nc2c(-c3c[nH]c4ccccc34)nc3ccccn23)cc1
  -10%	?
- CCn1ccc2cc(S(=O)(=O)N3CCCN(C(=O)Nc4ccccc4OC)CC3)ccc21
  2%	-16%
- CCOc1ccc(NC(=O)CSc2nc3ccccc3nc2N2CCC(C)CC2)cc1
  -4%	-3%
- COCCn1cnnc1SCc1cccc(C(F)(F)F)c1
  6%	-2%
- CCCOc1ccc(CNC(=O)C2CCN(c3nnc(N4CCCC4=O)s3)CC2)cc1
  -1%	-3%
- Cc1ccc(S(=O)(=O)N2CCN(C(=O)Cc3ccccc3)CC2)cc1
  -6%	-1%
- CCCCCOC(=O)CSc1nc2sc3c(c2c(=O)n1Cc1ccccc1)CC(C)(CC)OC3 (stereo not drawn)
  32%[activator]	14%

The listing continues.
Screens in order – UDG counter	AID inh
- COc1cc(/C=C(\C#N)C(=O)c2ccc(C)cc2)ccc1OCc1ccc(Cl)cc1Cl
  -16%	-19%
- COc1ccc(-c2noc(C3CC(=O)N(c4ccc(C)c(F)c4)C3)n2)c(OC)c1 (stereo not drawn)
  -26%	-30%
- COCCNC(=O)c1ccc(-n2c(-c3ccccc3)cc3c2CCC(C)C3)cc1 (stereo not drawn)
  -4%[57.5 µM]	-19%
- COc1ccccc1NC(=O)Cn1cnc2c(nc3n2CCCCC3)c1=O
  -7%[57.5 µM]	-5%[57.5 µM]
- O=C(C1CCC(Cn2c(=O)c3sccc3n(Cc3ccccc3F)c2=O)CC1)N1CCOCC1 (stereo not drawn)
  -8%	-19%
- Cc1ccc(Nc2nc(N(C)C)nc3nccnc23)c(C)c1
  -10%	?
- S=c1[nH]c2cc(C34CC5CC(CC(C5)C3)C4)ccc2o1
  1%	-14%
- CCn1ccc2cc(S(=O)(=O)N3CCCN(C(=O)NCC(C)C)CC3)ccc21
  -1%	-8%
- CCCCCCSc1nc2c(c(=O)[nH]c(=O)n2C)n1CC(O)COc1ccc(Cl)cc1 (stereo not drawn)
  -12%	-16%
- CC(C)c1ccc(S(=O)(=O)N2CCN(CC(=O)Nc3ccccc3C(F)(F)F)CC2)cc1
  1%	17%

Carrying on.
Screens in order – UDG counter	AID inh
- O=C(COC(=O)C1CCOCC1)c1ccc[nH]1
  -5%	30%[activator]
- CCn1c(=O)c2cc(C(=O)Nc3cccc(C(F)(F)F)c3)sc2c2ccccc21
  0%	5%
- O=c1cc(-c2cc3ccccc3o2)c2cc(O)ccc2o1
  46%[activator]	-7%
- Cc1[nH]c2ccc(C(=O)N3CCC(C(=O)N4CCCC4)CC3)cc2c1C
  -3%	-1%
- Cc1ccccc1C(=O)Nc1ccccc1C(=O)OCc1cc(=O)n2nc(C3CC3)sc2n1
  -10%	19%
- CN1C(=O)Cc2cc(-c3csc(-c4ccc(F)cc4)n3)ccc21
  ?	46%[activator]
- N#CCC(=O)Nc1ccc(C(=O)OCc2ccccc2Cl)cc1
  -15%	-15%
- CCOc1ccc(NC(=O)c2ccc3c(=O)n4nc(Nc5ccccc5C)sc4nc3c2)cc1
  -7%	-3%
- COc1ccc(CNC(=O)C2CCN(S(=O)(=O)N3CCC(C)CC3)CC2)c(OC)c1
  -1%	-21%
- CCC(CC)NC(=O)/C=C/c1ccccc1
  2%	-3%

(cont.)
Screens in order – UDG counter	AID inh
- Cc1ccccc1C(=O)OC(C)C(=O)c1ccc2c(c1)CCC2 (stereo not drawn)
  0%	18%
- C/C(=N\O)c1ccc(OCCOc2ccc(/C(C)=N/O)cc2)cc1
  5%	-2%
- CCCCOC(=O)c1cccc(NC(=O)c2cc3ccccc3o2)c1
  3%[57.5 µM]	4%[57.5 µM]
- Cc1ccc2nc(N3CCN(c4cccc(C(F)(F)F)c4)CC3)c3nnnn3c2c1
  4%[57.5 µM]	168%[activator]
- COc1ccccc1NC(=O)CSC1=Nc2ccccc2N=C(c2ccc(F)cc2)C1
  -5%	-22%
- O=c1c(S(=O)(=O)c2cccc(Cl)c2)cn(Cc2ccccc2)c2cc(N3CCCCC3)c(F)cc12
  -2%	8%
- Cc1ccc(CNC(=O)c2cnc3c(-c4ccccc4)c(C)nn3c2C)o1
  9%	-5%
- Cc1nc(Oc2ccccc2C)c2oc3ccccc3c2n1
  9%	-13%
- COc1ccc(C2c3c(n(C)c4ccccc34)C(=O)N2CC(=O)Nc2ccccc2Cl)cc1 (stereo not drawn)
  48%[activator]	?
- COc1ccccc1NC(=O)CSc1ccc(-c2ccccn2)nn1
  0%	24%

Additional results:
Screens in order – UDG counter	AID inh
- Cc1ccc(NC(=O)CSc2nc(-c3cccs3)nc3cc(=O)[nH]n23)cc1
  11%	-2%
- CC(C)Oc1ccc(C(=O)Oc2ccc(C#N)cc2)cc1
  0%	-4%
- Cc1cc(OCC(=O)Nc2cc(-c3nc4ncccc4o3)ccc2C)ccc1Cl
  1%	-11%
- CCN(CC)S(=O)(=O)c1cc(NC(=S)Nc2cccc(C)c2)ccc1C
  3%	6%
- N#Cc1ccccc1COC(=O)c1ccc(C(=O)c2ccccc2)cc1
  -6%	-9%
- O=S(=O)(Nc1cccc(C(F)(F)F)c1)c1ccc(-c2cnc(C3CC3)o2)cc1
  5%	-10%
- COc1ccc(NC(=O)Cn2c(=O)n(Cc3ccc(C(=O)NCc4ccccc4Cl)cc3)c(=O)c3ccccc32)cc1OC
  -2%	6%
- COc1ccc2cc(C(=O)N(C)Cc3ccc(C(N)=O)cc3)[nH]c2c1
  4%	5%
- Cc1ccc(C)c(Cn2c(=O)n(-c3ccc(Cl)cc3)c(=O)c3c4c(sc32)CCC4)c1
  -10%	-2%
- CC(C)C(=O)NCC1(N(C)C)CCCCC1
  -12%	11%

Four neighbouring records from above, quoted:
Screens in order – UDG counter	AID inh
- Cc1ccc(NC(=O)CSc2nc(-c3cccs3)nc3cc(=O)[nH]n23)cc1
  11%	-2%
- CC(C)Oc1ccc(C(=O)Oc2ccc(C#N)cc2)cc1
  0%	-4%
- Cc1cc(OCC(=O)Nc2cc(-c3nc4ncccc4o3)ccc2C)ccc1Cl
  1%	-11%
- CCN(CC)S(=O)(=O)c1cc(NC(=S)Nc2cccc(C)c2)ccc1C
  3%	6%

Remaining list, next part
Screens in order – UDG counter	AID inh
- Cc1ccccc1NC(=O)Cn1c(=O)n(CCc2ccccc2)c(=O)c2ccccc21
  -5%	17%
- Cc1cnc(C(=O)NCc2cccs2)cn1
  -3%	24%
- O=S(=O)(c1ccccc1)c1nc(-c2ccc(Cl)cc2Cl)oc1N1CCCCCC1
  -15%	-25%
- COc1ccc(-n2nnc(C(=O)OCc3cc(C)ccc3C)c2C)cc1
  -1%	-9%
- Cc1ccc(S(=O)(=O)n2c3ccccc3c3nc(C)sc32)cc1
  3%	15%
- CC(=O)C1=C(c2ccc(Cl)c(Cl)c2)N(C(C)=O)n2c(nnc2-c2ccccc2)S1
  1%	119%[activator]
- N#Cc1ccccc1OCc1csc(-c2ccccc2)n1
  89µM*	?
- Oc1ccc(O)cc1
  -10%	0%
- CN(C)c1ccc(C=Nc2ccc(Br)cc2)cc1
  -5%	-12%
- COC(=O)CC(NC(=O)CCc1ccccc1F)c1cccs1 (stereo not drawn)
  15%	-3%

Later entries.
Screens in order – UDG counter	AID inh
- Cc1ccc(S(=O)(=O)N2CCN(C(=O)c3cc4ccc(F)cc4nc3C)CC2)c(C)c1
  4%	15%
- Cc1cc2c3c(c1)c(-c1ccc([N+](=O)[O-])cc1)cn3C(C)(C)CC2C (stereo not drawn)
  -2%	-6%
- CC(C)=CC[N+]1(C)CCCCC1
  3%	3%
- O=C(CCc1nc(-c2ccncc2)no1)NCc1cccnc1-n1cncn1
  -6%	-9%
- CCOc1ccc(-n2c(SCC(=O)N3CCCCCC3)nc3c([nH]c4ccccc43)c2=O)cc1
  -7%	-1%
- c1ccc(COc2ccc(CNc3ccccc3)cc2)cc1
  -13%	-8%
- O=C(Cn1cc(SCc2ccc(F)cc2)c2ccccc21)N1CCCCCC1
  -6%	-9%
- CCC(=O)Nc1ccc2oc(-c3ccncc3)nc2c1
  0%	18%
- Cc1cc(Cl)ccc1NC(=O)C1CCN(c2nnc(-n3c(C)ccc3C)s2)CC1
  -17%	-15%
- CCOc1ccccc1C(=O)N1CCN(CCc2ccccn2)CC1
  -4%[57.5 µM]	1%[57.5 µM]

The list goes on.
Screens in order – UDG counter	AID inh
- CCn1cc2c(n1)-c1c(oc(C(=O)Nc3cccc(C(F)(F)F)c3)c1C)CC2
  5%[57.5 µM]	49%[activator]
- O=C(c1cccc(C(F)(F)F)c1)N1CCN(C(=O)C2CC=CCC2)CC1 (stereo not drawn)
  2%	-3%
- O=C(NC1CC(=O)N(c2ccc(F)cc2)C1)C(c1ccccc1)c1ccccc1 (stereo not drawn)
  -2%	3%
- Cc1ccc(C)c(OC(=O)c2ccco2)c1C
  0%	0%
- CCOc1ccc(NC(=O)c2ccc3c(=O)n4c(nc3c2)CCCCC4)cc1
  -2%	6%
- COc1cc(C(=O)Nc2ccc3oc(C)nc3c2)ccc1C
  -9%	-3%
- O=C(CCc1nnc2n(Cc3ccccc3Cl)c(=O)c3ccccc3n12)Nc1ccc(F)c(F)c1
  -2%	4%
- Cc1cccc(CN2CCN(Cc3cc(=O)oc4c(C)c(O)ccc34)CC2)c1
  -9%	-9%
- CSc1oc(-c2cccs2)nc1S(=O)(=O)c1ccc(Br)cc1
  -12%	46%[activator]
- CCc1cc(=O)oc2c(C)c(OC(C)C(=O)NCCCN3CCOCC3)ccc12 (stereo not drawn)
  5%	2%

The results go on:
Screens in order – UDG counter	AID inh
- Cc1ccc(-n2c(=O)c3c(C)c(C(=O)N(C)C)sc3n(CC(=O)C(C)(C)C)c2=O)cc1C
  7%[57.5 µM]	117%[activator]
- CCOC(=O)c1ccc(N2CCN(c3ccccc3OC)CC2)c(NC(=O)Nc2ccc(CC)cc2)c1
  -9%[57.5 µM]	10%
- Cc1ccc2c(=O)cc(C(=O)Nc3ccc(S(=O)(=O)Nc4nc(C)cc(C)n4)cc3)oc2c1
  -2%[57.5 µM]	7%[57.5 µM]
- COCCn1cc(C(=O)NCCc2ccc(S(N)(=O)=O)cc2)ccc1=O
  3%	-10%
- Cc1ccc2c(c1)-c1c(c(C(=O)N3CCN(c4cc(C)ccc4C)CC3)nn1C)CS2
  -6%	?
- COc1ccc(CCNC(=O)c2ccc3c(c2)N(Cc2cccc(Cl)c2)C(=O)CS3)cc1OC
  -1%	-5%
- CC(NC(=O)c1ccc2c(c1)sc1nc(-c3ccc(F)cc3)cn12)c1ccccc1 (stereo not drawn)
  0%	-1%
- Cc1cc(C)c(NS(=O)(=O)c2ccc(N3C(=O)CCS3(=O)=O)cc2C)c(Cl)c1
  -3%	-3%
- COc1cccc(N2CCN(C(=O)C3CCN(S(=O)(=O)c4cn(C)cn4)CC3)CC2)c1
  -2%	3%
- COc1ccc(-c2cc(C(F)(F)F)n3nc(C(=O)Nc4cc(C(F)(F)F)ccc4Cl)cc3n2)cc1OC
  14%[57.5 µM]	28%[57.5 µM]

Next structures
Screens in order – UDG counter	AID inh
- COc1ccc(NC(=O)C2CCN(S(=O)(=O)c3cn(C)cn3)CC2)cc1Cl
  -11%	-1%
- CCCCOC(=O)COc1ccc2c(=O)c(Oc3cccc(C)c3)coc2c1
  1%	5%
- CCc1ccc(OCC(=O)Nc2ccc3c(c2)c2ccccc2n3CC)c(Br)c1
  -19%[57.5 µM]	-1%[57.5 µM]
- Cc1ccc(S(=O)(=O)C(CNS(=O)(=O)c2ccc(F)c(C(F)(F)F)c2)c2ccco2)cc1 (stereo not drawn)
  3%	13%
- Cc1c(C(=O)N2CCCC2)oc2c1-c1nn(CC(=O)NCc3cccc(F)c3)cc1CC2
  -25%	46%[activator]
- NS(=O)(=O)Cc1cccc(C(=O)O)c1
  -1%	9%
- Cc1cc(C)cc(NC(=O)CCNC(=O)C2CCCC2)c1
  5%	2%
- CCOc1ccccc1NC(=O)Cn1nnc(C(=O)Nc2ccc(C)c(C)c2)c1N
  -3%	-5%
- Cc1ccc(NC(=O)CSC2CCCC2)c(Br)c1
  -3%	-9%
- O=C(c1ccc(Cn2cncn2)cc1)N1CCN(c2ccccc2F)CC1
  4%	-5%

(next part)
Screens in order – UDG counter	AID inh
- O=C(CS(=O)(=O)c1nc(-c2ccc(Cl)cc2)cn1-c1ccccc1)Nc1cccc(Cl)c1
  -27%	?
- CCc1ccc(S(=O)(=O)c2cn(Cc3ccc(OC)cc3)c3cc(OC)c(OC)cc3c2=O)cc1
  -11%	-5%
- COc1ccc(C)cc1NC(=O)CCn1nc(C)cc1C
  6%	-13%
- Cc1cccc(CC2CC(=O)N(c3ccc4ccccc4n3)C2=O)c1 (stereo not drawn)
  2%	-11%
- O=C(Cn1c(-c2cccs2)cc2cc(Cl)ccc21)N1CCN(c2ccccc2F)CC1
  -2%	-1%
- COc1ccc(NC(=O)c2cc3c(=O)n(Cc4cccnc4)ccc3nc2C)cc1OC
  -9%	43%[activator]
- O=CC1=Cc2c(ccc3ccccc23)OC1
  3%	25%

An excerpt from above in order of heavy-atom count, descending:
Screens in order – UDG counter	AID inh
- COc1ccc(NC(=O)c2cc3c(=O)n(Cc4cccnc4)ccc3nc2C)cc1OC
  -9%	43%[activator]
- O=C(Cn1c(-c2cccs2)cc2cc(Cl)ccc21)N1CCN(c2ccccc2F)CC1
  -2%	-1%
- O=CC1=Cc2c(ccc3ccccc23)OC1
  3%	25%

The list is partial (hit frequency here may not be typical).
